# TNAP inh hi DEA – inhibitors of human TNAP at high phosphate acceptor concentration; P05186; purified TNAP, CDP-star luminescence, 1 M DEA; inhibition, % at 20 µM; 200,000 compounds, 0.03% hits; AID 1135;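 active = over 50% inhibition of tissue-nonspecific alkaline phosphatase at 20 µM in the single-dose screen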;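 note: plate controls were DMSO wells for no effect and EDTA-quenched wells as full inhibition for full effect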
# Target sequence (P05186 whole entry, looked up): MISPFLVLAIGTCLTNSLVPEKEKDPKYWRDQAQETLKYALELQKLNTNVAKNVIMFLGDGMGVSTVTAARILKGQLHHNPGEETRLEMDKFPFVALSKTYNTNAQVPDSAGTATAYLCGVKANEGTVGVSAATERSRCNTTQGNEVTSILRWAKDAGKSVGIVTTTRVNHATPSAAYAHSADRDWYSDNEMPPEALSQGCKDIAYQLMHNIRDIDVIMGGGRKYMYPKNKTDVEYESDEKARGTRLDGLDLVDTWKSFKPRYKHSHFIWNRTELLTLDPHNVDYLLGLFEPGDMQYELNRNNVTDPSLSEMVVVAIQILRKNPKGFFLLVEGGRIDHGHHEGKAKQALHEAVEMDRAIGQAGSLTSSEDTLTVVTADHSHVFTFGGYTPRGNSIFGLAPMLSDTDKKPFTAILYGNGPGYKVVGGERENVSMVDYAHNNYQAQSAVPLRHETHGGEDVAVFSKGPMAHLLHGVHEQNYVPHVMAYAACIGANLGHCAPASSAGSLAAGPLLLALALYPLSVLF
# NF-kB expr up – raises NF-kB expression in human neuronal cells; NF-kB reporter expression; active compounds read high; fold change at 12.5 µM; 190,000 compounds, 1.6% hits; AID 1239; in the data active = fold change above about 3.3
# bIAP act – increases bovine intestinal alkaline phosphatase activity. purified bovine IAP, CDP-star luminescence, 30 min; active compounds read high; fold of DMSO-control signal, blank-subtracted. 200,000 compounds, 0.17% hits. AID 1016. activation factor at 20 µM;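 active = activation factor of 2 or more at 20 µM, a signal rise over negative controls twice the positive control's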
# APP 5'UTR act – APP 5'UTR luciferase reporter activation; 190,000 compounds, 1% hits; activation, % at 2 µM; SH-SY5Y APP 5'UTR luciferase reporter, luminescence; zero percent = DMSO vehicle wells;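 active = activation above a set limit, based on mean plus 3 SD of controls, cut at about 140% in these data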; note: values of inactives mirror those of a sister screen read the other way
# FLuc stim CS – firefly luciferase counter-screen for stimulation assays | 200,000 tested, under 10 active | activation factor at 10 µM | P08659 | ATPlite luciferase biochemical, luminescence, 10 min; 0 = ATP-free wells, 1 = DMSO control;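 active = luciferase activation factor, scaled between plate controls, of at least 2 with compound at 10 µM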
# Target sequence (P08659 whole entry, looked up): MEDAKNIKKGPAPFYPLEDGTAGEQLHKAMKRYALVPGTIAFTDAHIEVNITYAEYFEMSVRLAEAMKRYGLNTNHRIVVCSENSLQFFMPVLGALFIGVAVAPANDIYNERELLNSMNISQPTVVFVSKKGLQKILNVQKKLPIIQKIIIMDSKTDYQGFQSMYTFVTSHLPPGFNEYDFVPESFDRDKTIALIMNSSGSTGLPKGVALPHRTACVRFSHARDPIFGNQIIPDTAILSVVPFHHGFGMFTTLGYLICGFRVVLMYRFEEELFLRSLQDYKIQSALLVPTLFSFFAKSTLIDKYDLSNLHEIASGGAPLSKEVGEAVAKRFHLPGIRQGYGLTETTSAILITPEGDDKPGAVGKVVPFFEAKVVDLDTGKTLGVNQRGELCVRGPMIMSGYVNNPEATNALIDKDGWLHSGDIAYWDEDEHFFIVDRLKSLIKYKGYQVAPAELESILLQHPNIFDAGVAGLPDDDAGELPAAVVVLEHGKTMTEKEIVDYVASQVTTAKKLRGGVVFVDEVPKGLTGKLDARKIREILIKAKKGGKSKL
#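 System: luciferase plus luciferin reagent, cell-free; medium: PBS as buffer for the ATP substrate; dosing: test compounds dosed from 2 mM stocks in 100% DMSO; timing: 10 min post-reagent at room temperature; measured by: luminescence measurement of luciferase light output; evaluation: luciferase activation, seen as luminescence increase over controls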
# PMI act – activators of human phosphomannose isomerase; activation factor at 20 µM; 190,000 compounds, 0.005% hits; purified human PMI, coupled resazurin fluorescence, 20 min; active compounds read high; 1 = vehicle control, 0 substrate-free wells; AID 1214; P34949;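 active = activation factor of 2 or more at 20 µM, relative to plate controls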
# PMI act satM6P – PMI (human) activation, high substrate; 190,000 compounds, 0.34% hits; activation factor at 20 µM; coupled PMI enzyme assay, resazurin fluorescence, 20 min; active compounds read high; 1 = untreated enzyme, 0 = substrate-free blank; AID 1216;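 active = activation factor of 2 or more at 20 µM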
#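 Material: human phosphomannose isomerase with PGI, G6PDH, diaphorase coupling enzymes; amount: PMI at 15 ng/mL final; also added: Mannose-6-phosphate 1.0 mM (near-saturating) plus 0.22 mM NADP+; incubation: enzyme reaction with compound 20 min at room temperature; signal: resorufin fluorescence (Ex 544/Em 590 nm) from resazurin via diaphorase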
# FLuc inhib CS – inhibits firefly luciferase, flagging false hits in luciferase inhibition screens. P08659. ATPLite firefly luciferase biochemical luminescence, 10 min. inhibition, % at 10 µM. 200,000 compounds, 1.5% hits. AID 1006;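 active = inhibition above about 50% when tested at 10 µM, limit read from the data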
# TNAP inh noacc – TNAP (human) inhibition, acceptor-free conditions; P05186; purified TNAP, CDP-star luminescence, 30 min; inhibition, % at 20 µM; 200,000 compounds, 0.26% hits; AID 1012;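 active = tissue-nonspecific alkaline phosphatase inhibition above about 50% at 20 µM in the single-dose screen, limit read from the data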;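 note: 0% = DMSO negative control and 100% = EDTA positive control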
# TNAP act hiacc – TNAP (human) activation, high acceptor; P05186; purified TNAP, CDP-star luminescence, 1 M DEA, 30 min; active compounds read high; 0 = EDTA background, 1 = DMSO-only activity; activation factor at 20 µM; 200,000 tested, under 10 active;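 active = activation factor at least 2 at 20 µM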
#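 Measured by: Luminescent substrate turnover signal | Test system: Human TNAP | Input: TNAP 1/800 final | Dosing: 20 µM single point | Schedule: 30 min, room temperature | Controls: EDTA wells as negative control, DMSO wells as positive control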
# * marks the source's active call; other numbers are inactive results; . = not tested or not shown.
SMILES,TNAP inh hi DEA,NF-kB expr up,bIAP act,APP 5'UTR act,FLuc stim CS,PMI act,PMI act satM6P,FLuc inhib CS,TNAP inh noacc,TNAP act hiacc
CCN(CC)S(=O)(=O)c1ccc(C(=O)N(c2ccccc2)C2C=CS(=O)(=O)C2)cc1 (stereo not given),-1,1.5,1,-7,1.1,1.1,1.1,-6,-10,1
CCN(CC)c1ccc2cc(-c3nnc(-c4ccncc4)o3)c(=O)oc2c1,19,0.51,1,-7,1,1,1.1,1,16,0.8
CC(=O)c1ccc(NC(=O)C2CCCN(C(=O)c3ccc(Cl)cc3)C2)cc1 (stereo not given),-5,1.2,1,-9,1.1,1,1.1,-5,-17,1
CC(=O)c1cccc(NC(=O)CCS(=O)(=O)c2cccc3nonc23)c1,0,0.94,0.9,15,1.1,0.9,0.9,-8,-11,1
Cc1ccccc1N1C(S)=C(C#N)C(=O)NC1c1ccco1 (stereo not given),3,1.9,0.9,13,1.1,0.9,0.6,-6,-8,1
CCCn1c(SCc2cc(=O)[nH]c3ccccc23)nc2c1c(=O)n(C)c(=O)n2C,-2,.,0.9,.,1.1,1,0.9,-5,-8,1
CCC(C)(C)NC(=O)c1cc(OC)c(OC)cc1[N+](=O)[O-],-5,1.1,0.9,6,1.1,0.9,0.9,-8,-12,1
Cc1ccc(C(=O)/C=C/Nc2ccccc2C(N)=O)o1,1,1.4,0.9,30,0.4,0.9,0.9,63*,-4,1
N#Cc1ccccc1Cn1cc(/C=N/Nc2ccc([N+](=O)[O-])cn2)c2ccccc21,25,0.86,0.6,-6,1.1,1,1,-6,22,0.7
COc1cccc(C2C3=C(CCCC3=O)Nc3nc(-c4cc(OC)c(OC)c(OC)c4)nn32)c1 (stereo not given),-3,0.64,1.1,3,1,0.9,0.9,-3,-11,1
CCn1ncc(CNC(=O)CCCSc2nc(-c3ccco3)cc(C(F)(F)F)n2)c1C,-4,0.88,1.1,2,1,1.2,1.1,-4,-8,1
COc1cccc(NC(=O)n2nc(N)cc2-c2ccc(Cl)cc2)c1,-4,0.99,1,14,1,0.9,0.9,0,-10,1
Cc1cc(C)n2c(=O)c3ccc(Cl)cc3nc2c1C#N,1,1.1,1.1,-4,1,1,1,-2,-11,1
OC(COc1cccc2ccccc12)CN1CCN(c2ccccn2)CC1 (stereo not given),-6,1.3,1.1,-1,1,0.9,0.8,-2,-6,1.1
COC(=O)c1ccccc1NC(=O)CSc1nnc(-c2cccc(NC(C)=O)c2)n1C,-3,0.92,1,2,1.1,0.9,1.1,-12,-6,1
C=C[C@@](C)(O)CC[C@@H]1[C@@]2(C)CCCC(C)(C)[C@@H]2CC[C@@]1(C)O,2,0.92,1.2,-20,1,1,1,-3,-1,1
O=C(NCc1n[nH]c(=S)n1-c1cccc(Cl)c1)c1ccc(S(=O)(=O)N2CCCC2)cc1,3,0.99,1.1,3,1,1,1,-1,4,1
CN(C)c1nc(C(=O)NN)nc(N(C)C)n1,-1,1.1,0.9,.,1,0.9,1,2,-3,1
CN(C)N1C(N)=C(C#N)C(c2cccnc2)C2=C1CCCC2=O (stereo not given),4,1,0.7,-1,1,0.7,0.4,-2,6,1
CCCCOCCCNC(=O)Cc1cccs1,-2,0.91,1,13,1,1,1,-1,-14,1
CCOc1ccc(N2CC(C(=O)NCc3ccc(C)n3C)CC2=O)cc1 (stereo not given),-6,0.96,1.1,22,1.1,0.9,0.9,-6,-7,1.1
O=C(NC(=S)Nc1ccccn1)c1ccco1,-2,2.3,0.9,100,0.7,0.9,1,28,1,1
CC(NC(=O)c1ccccc1F)c1nnc(SCc2nc3ccccc3c(=O)[nH]2)n1C (stereo not given),1,1.1,0.9,10,1,1.1,1.1,0,-2,1
COc1ccccc1/C=C\C=N\NC(=O)CCn1nnc2ccccc21,-4,0.99,1.3,-12,1,1,1,-4,-4,1

# Sorted by SMILES length (falling): part of the list above
SMILES,TNAP inh hi DEA,NF-kB expr up,bIAP act,APP 5'UTR act,FLuc stim CS,PMI act,PMI act satM6P,FLuc inhib CS,TNAP inh noacc,TNAP act hiacc
CC(NC(=O)c1ccccc1F)c1nnc(SCc2nc3ccccc3c(=O)[nH]2)n1C (stereo not given),1,1.1,0.9,10,1,1.1,1.1,0,-2,1
CN(C)N1C(N)=C(C#N)C(c2cccnc2)C2=C1CCCC2=O (stereo not given),4,1,0.7,-1,1,0.7,0.4,-2,6,1
O=C(NC(=S)Nc1ccccn1)c1ccco1,-2,2.3,0.9,100,0.7,0.9,1,28,1,1

# Continued:
SMILES,TNAP inh hi DEA,NF-kB expr up,bIAP act,APP 5'UTR act,FLuc stim CS,PMI act,PMI act satM6P,FLuc inhib CS,TNAP inh noacc,TNAP act hiacc
COc1ccc(C(=O)NNC2=CC(=O)CC(C)(C)C2)cc1OC,-8,1,1,-4,1,1,1,-3,-12,1.1
CCOc1cc(C(=O)Nc2ccc(C)cc2C)ccc1OCC(=O)N1CCCCC1,-3,0.84,1,26,1,0.9,1,-4,-6,1
CC1CC(=O)N(c2ccc(NCCc3ccc(O)cc3)c([N+](=O)[O-])c2)C1=O (stereo not given),16,0.93,0.8,0,1.1,1,1.1,-5,16,0.8
COc1cc2c(cc1OC)C(C(=O)NCCN(C)C)C(c1cccs1)N(C)C2=O (stereo not given),-2,1.5,1,1,1,1.1,1.2,-4,-10,1
CCC(NC(=O)c1ccc([N+](=O)[O-])cc1[N+](=O)[O-])c1ccccc1 (stereo not given),2,0.85,0.7,0,1,0.8,0.8,-2,-5,1
Cc1ccc(S(=O)(=O)Cn2cnnn2)cc1,-6,1.1,0.8,-30,1.1,1,1,-6,-14,1.1
CC1Cc2ccccc2N1C(=O)CSc1nnc(C2CC2)n1C (stereo not given),-3,1.2,1,23,1,0.9,0.9,-2,-2,1
COc1ccc(/C=N/Nc2nncc3ccccc23)c(OC)c1,1,2.6,1.1,59,0.6,1,1,36,2,1
CCOc1ccc(N2CC(C(=O)NCCCN3CCOCC3)CC2=O)cc1 (stereo not given),-4,1.3,0.9,3,1,1,1,-4,-9,1
Cc1ccc(C)c2c1[nH]c1ccccc12,-6,1,0.6,11,1.1,0.9,0.9,-6,-16,1.1
CC1CCCCC12NC(=O)N(Cn1nnc3ccccc3c1=O)C2=O (stereo not given),-7,0.96,1,-3,1.1,1,0.9,-10,-3,1.1
CCN=C1SC(CC(N)=O)C(=O)N1CC (stereo not given),-4,1,1,-11,1.1,0.9,1,-6,-4,1
O=C(O)CCCC(=O)NCc1ccccn1,-2,1,1,-4,1,0.9,0.9,-3,-9,1
CCOC(=O)CCc1c(C)c2ccc(OCc3cc([N+](=O)[O-])ccc3OC)cc2oc1=O,-2,1.5,1,-1,1,1,1,-3,-5,1
N#CC1=C(N)OC2=C(C(=O)CCC2)C1c1ccncc1 (stereo not given),-6,0.8,1.1,2,1,1.1,1.1,-2,-12,1.1
CC1(C)CC(=O)/C(=C(\O)c2ccccc2)C(=NCCO)C1,-4,1.2,1,-8,1.1,1,1,-9,-14,1
COc1ccccc1N1CCN(S(=O)(=O)c2ccc(-n3cnnn3)c(C)c2)CC1,1,1.1,1,5,1.1,0.8,1,-5,-16,1
O=c1oc2ccc3ccccc3c2cc1-c1nnc(-c2cccs2)o1,6,1.1,1,-3,1,0.9,1,-4,-28,0.9
COc1cc(CNC23CC4CC(CC(C4)C2)C3)ccc1OCc1ccccc1,-3,0.88,1.2,-1,1,0.9,0.9,-1,-16,1
COc1ccc(NS(=O)(=O)c2ccc3c(c2)NC(=O)CO3)cc1,-1,1.2,1.1,12,1,1,1,-3,11,1
Cc1cc2c(=O)n(CC(=O)NCC(=O)N3CCN(Cc4ccccc4)CC3)cnc2s1,-2,1,0.9,23,1,1,1.1,-3,-10,1
N#CCSc1nc2c(c(=O)n1Cc1ccccc1)C1(CCCC1)Cc1ccccc1-2,-5,1.2,0.8,9,1,0.8,0.9,-4,-7,1
O=C(O)C1C2C=CC3(O2)C1C(=O)N1c2ccccc2C2OCCC2C13 (stereo not given),-1,1.1,1.4,9,1,0.9,1,-2,-7,1
O=C(CSc1nc(-c2ccco2)cc(C(F)(F)F)n1)Nc1ccc(C(=O)N2CCCCC2)cc1,-8,0.68,1,5,1.1,1,1,-6,14,1.1

# Ordered by the number under PMI act satM6P (highest first): three from the list above.
Structure | PMI act satM6P
Cc1cc2c(=O)n(CC(=O)NCC(=O)N3CCN(Cc4ccccc4)CC3)cnc2s1 | 1.1
O=C(CSc1nc(-c2ccco2)cc(C(F)(F)F)n1)Nc1ccc(C(=O)N2CCCCC2)cc1 | 1
O=C(O)CCCC(=O)NCc1ccccn1 | 0.9

# (further entries)
SMILES,TNAP inh hi DEA,NF-kB expr up,bIAP act,APP 5'UTR act,FLuc stim CS,PMI act,PMI act satM6P,FLuc inhib CS,TNAP inh noacc,TNAP act hiacc
Cc1noc(C)c1COc1ccc(C(=O)OCC(=O)NCc2ccccc2Cl)cc1,-3,1,1,-8,1.1,0.8,0.9,-8,-10,1
Cc1ccc(CNC(=S)Nc2cc(C)ccc2OC(F)F)cc1,-7,0.87,0.9,8,1,1,1,-2,-14,1.1
O=C(Nc1ccc2oc(-c3cccnc3)nc2c1)c1ccc(Br)o1,10,1.2,1,0,1,0.9,1,-2,-2,0.9
Cc1ccc2cc(CN(CC(C)C)C(=O)C3CCCO3)c(=O)[nH]c2c1 (stereo not given),0,1.1,0.9,-7,1,1.1,1.1,0,-9,1
Nc1c(-c2ccccc2)nc(Cl)nc1-c1ccccc1,2,1.4,0.9,14,1,1,1,2,-2,1
O=C(Cn1ccc(=O)[nH]c1=O)NCCO,-8,1,1,29,1,1.1,1,-3,-11,1.1
CS(=O)(=O)C1=NSC2=NC(=O)/C(=C\c3ccc(-c4ccccc4)o3)C(=N)N21,5,1.1,1.3,-7,1,1.1,1.2,-2,11,0.9
CCc1c(O)cc(=O)n(-c2ccccc2)c1-c1ccccc1,1,1,1,3,1,1.2,1.2,-2,13,1
Cc1ccc(-c2cc(C(F)F)n3ncc(C(=O)N4CCN(c5ccccn5)CC4)c3n2)cc1,3,0.5,1,-19,1,0.8,0.8,-2,-3,1
CCOC(=O)N1CCN(Cc2nc(Cc3cccc(C(F)(F)F)c3)no2)CC1,-4,.,1,-4,1,0.9,0.9,-4,-7,1
CC(C)N1CCc2c(sc(NC(=S)NC(=O)c3ccccc3)c2C#N)C1,20,0.45,0.9,30,1,1.2,1.4,4,16,0.8
Cn1c(N)c(C(=O)COC(=O)CCC2CCCCC2)c(=O)n(C)c1=O,-4,0.97,1,-5,1.1,0.9,1,-7,-4,1
CCOC(=O)c1c(C)[nH]c(C(=O)COC(=O)c2cnc(C)cn2)c1C,-5,1,0.9,2,1.1,1,0.9,-6,-8,1
Nc1nc(SCC(=O)NCCc2ccccc2)[nH]c(=O)c1-c1ccccc1,-4,1.4,1,33,1,1,1,-2,-6,1

# An excerpt from above with just NF-kB expr up and PMI act:
SMILES	NF-kB expr up	PMI act
O=C(Nc1ccc2oc(-c3cccnc3)nc2c1)c1ccc(Br)o1	1.2	0.9
Cc1ccc2cc(CN(CC(C)C)C(=O)C3CCCO3)c(=O)[nH]c2c1 (stereo not given)	1.1	1.1
